HCMV antiviral = blocks human cytomegalovirus replication | HFF cells, HCMV-luciferase reporter, 72 h; hits give low values | activity change, negative = inhibition, % at 57.5 µM | hit rate 4.5% among 410,000 | AID 1259415; in the data active = activity change below about -60%; inconclusive = no clear call, values can overlap the other calls; inactive = above about -39%
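Two-dose cell screen: HFF monolayers treated with compounds and infected with luciferase-expressing HCMV at 1 PFU/cell, 72 h at 37C, then lysed for luciferase measurement.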
FBPA Giardia inh = Giardia lamblia aldolase inhibition. hit rate 0.71% among 290,000. Potency, µM (series often up to 59.6 µM), for the others: top-dose activity, negative = inhibition, most hits filed as inhibitors. purified Giardia FBPA. A8B2U2; note: potency is the fitted concentration of half-maximal effect; nearly all actives have a fitted effect of over 55% in size
Target sequence (A8B2U2 whole entry, looked up): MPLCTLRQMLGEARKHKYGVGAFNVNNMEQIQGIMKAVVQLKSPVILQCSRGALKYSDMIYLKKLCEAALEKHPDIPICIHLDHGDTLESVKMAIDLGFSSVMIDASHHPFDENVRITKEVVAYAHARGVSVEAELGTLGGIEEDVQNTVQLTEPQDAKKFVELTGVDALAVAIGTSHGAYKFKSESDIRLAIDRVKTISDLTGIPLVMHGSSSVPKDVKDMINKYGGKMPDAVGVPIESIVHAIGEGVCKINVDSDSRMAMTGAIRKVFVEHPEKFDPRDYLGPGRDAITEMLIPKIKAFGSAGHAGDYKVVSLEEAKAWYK
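40 nM FBPA preincubated 10 min at RT with compound (up to 57.5 uM final), then substrate plus GAPDH/TPI/NAD/arsenate coupling and diaphorase/resazurin added. Fluorescence read after 20 min at RT, 525/598 nm.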
HCV inhibitor = HCV inhibition. hit rate 3.4% among 340,000. Potency, µM (highest dose often 41.8 µM), for the others: at the highest dose activity change, negative = inhibition, actives largely listed as inhibitors. Huh7.5.1 HCVcc-Cre infection, luciferase reporter, 44 h. AID 651820; note: potency is the fitted concentration of half-maximal effect
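Antiviral activity was scored by luciferase reporter output from cells infected with HCVcc-Cre (~0.5 moi) in presence of compound, 44 h infection period, cells seeded 1,000/well 4 h prior.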
AMA1-RON2 inh = inhibitors of Plasmodium falciparum AMA1-RON2 interaction. AlphaScreen AMA1-biotinylated RON2 peptide binding. Potency, µM (doses to about 58.2 µM), for inactives: at the top dose activity change, negative = inhibition, usual class: inhibitors. hit rate 0.2% among 360,000. AID 720542;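 note: potency is the fitted concentration of half-maximal effect; 0% = vehicle wells and -100% = peptide control; nearly all actives have a fitted effect of over 45% in size; some results filed as inactive show a strong effect at the top dose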
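AMA1 (3D7) with his tag at 25 nM final met compounds first, then biotinylated RON2 peptide at 25 nM; detection used donor plus acceptor beads, 10 µg/mL apiece, read by AlphaScreen after 30 min at room temperature.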
Sm TGR block = blocks Schistosoma mansoni thioredoxin glutathione reductase. hit rate 3% among 360,000. purified TGR, DTNB reduction, TNB absorbance 405 nm. Potency, µM (series often up to 114 µM), without a hit: at the top dose activity change, negative = inhibition, hits mostly inhibitors. Q962Y6; note: potency is the fitted concentration of half-maximal effect; nearly all actives have a fitted effect of over 60% in size
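Kinetic colorimetric format: TGR-catalysed, NADPH-driven DTNB reduction monitored via TNB absorbance. Enzyme dispensed at 20 nM; compound exposure 15 min at room temperature before reaction start.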
AmpC detergent = inhibitors of E. coli AmpC beta-lactamase with detergent; P00811; AmpC hydrolysis of nitrocefin, absorbance 480 nm, 0.01% Triton; Potency, µM (titrated, usually from 114 µM), for the others: top-dose activity change, negative = inhibition, hits mostly inhibitors; hit rate 0.041% among 370,000;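 note: potency is the fitted concentration of half-maximal effect; 0% = no-compound wells and -100% = no-enzyme wells; nearly all actives have a fitted effect of over 25% in size; some results filed as inactive show a strong effect at the top dose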
Target sequence (P00811 whole entry, looked up): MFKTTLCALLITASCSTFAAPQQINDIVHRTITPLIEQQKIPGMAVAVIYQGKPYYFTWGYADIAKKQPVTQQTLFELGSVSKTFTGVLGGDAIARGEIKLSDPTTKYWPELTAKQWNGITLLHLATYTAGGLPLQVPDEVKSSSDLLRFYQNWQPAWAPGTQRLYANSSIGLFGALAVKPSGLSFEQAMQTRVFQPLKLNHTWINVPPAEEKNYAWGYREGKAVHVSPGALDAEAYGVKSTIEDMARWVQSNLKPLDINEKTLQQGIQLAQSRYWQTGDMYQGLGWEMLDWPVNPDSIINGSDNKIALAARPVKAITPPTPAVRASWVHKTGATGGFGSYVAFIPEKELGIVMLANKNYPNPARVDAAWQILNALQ
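20 mM phosphate pH 7.0 + 0.01% (detergent screen) or 0.0001% Triton X-100; 5.3 nM AmpC reagent; cpd preinc 15 min RT; nitrocefin (800 uM stock) to start; A480 q20 s × 4 min; Activity was normalised to no-enzyme and no-compound control wells.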
Starred values were filed as active, the others as inactive; ? = inconclusive; nt = not tested or not shown; [ ] = dose if it differs, or a comment. Unless noted, calls come from the whole dose curve; as a rule, active = well fitted curve in the direction sought with a large enough effect; inconclusive = small, poorly fitted or top-dose-only effect, or another doubt; inactive = no such curve, though single readings can be large; an effect the other way counts as inactive or inconclusive. Unless noted, % is set by controls: 0 for no effect and ±100 for the full control effect.

SMILES,HCMV antiviral,FBPA Giardia inh,HCV inhibitor,AMA1-RON2 inh,Sm TGR block,AmpC detergent
COc1ccc(CNC(=O)CCc2nc3cccnc3n2Cc2ccc(OC)cc2)cc1,12,nt,nt,nt,-5%,20%
O=[N+]([O-])c1cccc(/C=N/NS(=O)(=O)c2ccccc2)c1,-23,0%,5%,9%,-24%,-7%
O=c1c2cc(N3CCOCC3)ccc2[nH]c(=S)n1Cc1ccco1,37,?,-24%,?,8.9µM*,?
NP(=O)(OCC(F)(F)F)Oc1ccccc1 (centres undefined),14,nt,14%,33%[activator],nt,nt
COc1ccc(CNS(=O)(=O)c2cc(-c3cc(C)no3)ccc2C)cc1OC,?,-2%,?,7%,-13%,-7%
CSc1ccc(/C=N/NC(=O)CNc2cccc3ccccc23)cc1,2,-7%,2%,9%,5%,-15%
O=C(CSc1cccc[n+]1[O-])Nc1ccc(Br)cc1Br,10,nt,4%,3%,nt,nt
COc1ccc(-c2c(-c3ccc(OC)cc3O)nc(C)nc2C(F)(F)F)cc1,-10,9%,?,0%,-11%,-8%
CN(C)C(=O)CCC(=O)N1CCCC(C(=O)c2ccc3c4c(cccc24)CC3)C1 (centres undefined),25,-7%,-7%,-5%,8%,2%
NNC(=S)NC1CC2CC1C1C=CCC21 (centres undefined),-19,?,8%,46%[activator],-9%,4%

SMILES,HCMV antiviral,FBPA Giardia inh,HCV inhibitor,AMA1-RON2 inh,Sm TGR block,AmpC detergent
Cc1ncsc1C(=O)Nc1nc2c(s1)CC(C)CC2 (centres undefined),-28,-10%,?,-6%,-8%[11.4 µM],?
CC(C)c1ccc(N2C(=O)CC(=O)NC2=O)cc1,-21,-3%,12%,-7%,?,-3%
Cc1ccc(Cn2c(CO)cnc2SCC(=O)Nc2cccc(F)c2)cc1,-12,nt,nt,nt,?,5%
O=C(N/N=C/c1c[nH]c2ccccc12)c1sc2ccccc2c1Cl,-19,-6%,-5%,56%[activator],-9%,7%
Cc1ccc(Sc2c(C=O)c3ccccc3n2C)cc1,-91*,4%,11µM*,24%,4%,-15%
Cc1ccccc1/C=N/NC(=O)CSc1nc2ccccc2o1,18,-12%,1%,0%,8%,-5%
Cc1ccc(S(=O)(=O)N2CCOCC2)cc1C(=O)NCc1cn2ccsc2n1,-24,-2%,18%,-1%,0%,?
CCn1cc2nc(SCc3ccccc3F)n(Cc3ccc(C)cc3)c(=O)c2n1,-4,nt,nt,nt,0%,-7%
COc1cc(OC)c2c(-c3cccc(-c4ccc(OC)c(F)c4)c3)cc(=O)oc2c1,-68*,-2%,?,-8%,nt,nt
COc1ccc(NS(=O)(=O)c2cc(NC(=O)c3cccc(OCc4c(C)noc4C)c3)ccc2OC)cc1,-65*,3%,?,7%,0%,-8%

SMILES,HCMV antiviral,FBPA Giardia inh,HCV inhibitor,AMA1-RON2 inh,Sm TGR block,AmpC detergent
O=C(O)c1ccccc1OCCOCCOc1ccccc1C(=O)O,30,10%,7%,-7%,7%,-1%
CCOC(=O)c1cc(C)nc(S(C)(=O)=O)c1C#N,-9,3%,?,13%,35µM*,-2%
Cc1ccc(NC(=O)C(=O)NCC2CCCN2S(=O)(=O)c2cccs2)cc1C (centres undefined),-1,nt,?,2%,-9%,-14%
O=S1(=O)c2ccc(Br)cc2N2CCC[C@@H]2CN1Cc1ccc(Cl)cc1,-10,nt,8.9µM*,7%,nt,nt
CC(C)CN(C(=O)C1CCCO1)C1CCS(=O)(=O)C1 (centres undefined),-13,nt,7%,-8%,-2%,?
C[C@H](CO)N1C[C@H](C)[C@@H](CN(C)S(=O)(=O)c2cccs2)Oc2ccc(NC(=O)Nc3ccc4c(c3)OCO4)cc2C1=O,2,nt,4%,?,nt,nt
Cc1noc(C)c1S(=O)(=O)N(C)Cc1ccccc1,-28,4%,16%,4%,-17%,-9%
COc1ccc(CNC(=O)c2ccc3c(c2)N(Cc2ccc(C)cc2)CCS3)cc1,-9,nt,nt,nt,-1%,3%
O=S(=O)(c1ccc(Cl)nc1)N1CCC(Cc2ccccc2)CC1,1,nt,20%,18%,nt,nt
CSc1nc(S(C)(=O)=O)nc2[nH]c(=O)[nH]c12,-34,nt,44%[activator],-2%,nt,nt

SMILES,HCMV antiviral,FBPA Giardia inh,HCV inhibitor,AMA1-RON2 inh,Sm TGR block,AmpC detergent
COc1ccc2cc3cc(C(=O)Nc4ccccc4N4CCN(C)CC4)oc3nc2c1,-22,1%,10µM*,7%,-1%,-1%
CCOc1cc(CNCCc2ccc(S(N)(=O)=O)cc2)cc(Cl)c1OCc1ccccc1,-61*,4%,1.6µM*,-4%,7%,2%
CCOC(=O)CNC(=O)CN1C(=O)CCSc2ccccc21,55,2%,10%,-7%,-4%,0%
COc1ccc(S(=O)(=O)N2CCCCCC2)cc1NS(=O)(=O)c1cc(C(=O)O)cc(C)c1C,-16,nt,18%,-11%[11.6 µM],-8%,-18%
COc1ccc(Nc2c3c(nc4ccc(NC(=O)c5ccc(F)cc5)cc24)CCCC3)cc1OC,-39,nt,nt,nt,-13%,0%
CC(C)CN(C(=O)CCNC(=O)c1ccc([N+](=O)[O-])cc1)C1CCS(=O)(=O)C1 (centres undefined),10,nt,1%,-2%,nt,nt
O=C(O)Cc1nc(-c2cccnc2)sc1-c1ccc(Br)cc1,?,4%,-10%,-10%,11µM*,6%
CCc1nnc(NC(=O)CCC(=O)NCc2ccccc2OC)s1,14,nt,10%,10%,2%,-14%
CC(C)[C@@H](CO)NC(=O)c1ccc2c3n(nc2c1)-c1ccc(Cl)cc1CO3,-32,-5%,-12%,0%,6%,-7%
O=C(Oc1ccccc1)c1ccc(NC(=O)c2ccco2)cc1,-37,0%,1%,1%,0%,-9%

SMILES,HCMV antiviral,FBPA Giardia inh,HCV inhibitor,AMA1-RON2 inh,Sm TGR block,AmpC detergent
Cc1nn(-c2ccccc2)cc1/C=N/O,25,1%,3%,-12%,9%[11.4 µM],-12%
O=C(c1cc(COc2ccc(F)cc2Cl)on1)N1CCCC(OCc2cccnc2)C1 (centres undefined),?,0%,?,1%,2%,2%
COC(=O)c1ccc(COC(=O)CNC(=O)c2cccc(OC)c2)o1,-26,nt,16%,-1%,-6%,-11%
COC(=O)c1cc(OC)c(OC)cc1NC(=O)c1ccc2c(c1)CCN2S(=O)(=O)c1ccccc1,6,nt,nt,nt,-1%,21%
CCC(C)Sc1nc(O)cc(=O)[nH]1 (centres undefined),-4,3%,8%,28%,0%,-7%
CCn1c2ccccc2c2cc(NC(=O)CNCC3CCCO3)ccc21 (centres undefined),-11,?,?,-1%,-1%,?
CCN(C(=O)COC(=O)C(C)(C)Oc1ccc(Cl)cc1)c1c(N)n(Cc2ccccc2)c(=O)[nH]c1=O,-7,nt,2%,-8%[11.6 µM],nt,nt
CCN(CC)CCNC(=O)c1c(O)c2cc(OC)c(OC)cc2[nH]c1=O,42,3%,-5%,-5%,-1%,0%
COc1ccc(Cl)cc1NC(=O)c1cccc(N2C(=O)C3CC=CCC3C2=O)c1 (centres undefined),-23,2%,nt,-4%,-24%,0%
COc1ccccc1C(=O)N1CCN=C1SC,-15,6%,11%,18%,8%,-14%

SMILES,HCMV antiviral,FBPA Giardia inh,HCV inhibitor,AMA1-RON2 inh,Sm TGR block,AmpC detergent
COC(=O)c1ccc(NC(=O)CNC(=O)C2CCCCC2)cc1,29,1%,13%,3%,-21%,?
O=C(CCn1nc(-c2ccccc2)ccc1=O)N1CCOCC1,73,2%,16%,-9%,-9%,2%
Cc1ccc(NC(=O)c2cccc(C(=O)Nc3ccc(C)cc3C(=O)O)c2)c(C(=O)O)c1,-16,?,17%,15%,-20%,-5%
S=c1nc(-c2ccccc2)c(-c2ccccc2)n[nH]1,-1,2%,13%,62%[activator],7%,-4%
CN(C)c1nc(N)nc(Nc2ccccc2C#N)n1,-6,0%,-8%,12%,0%,0%
O=C(CCNC(=O)C1CCN(S(=O)(=O)c2ccccc2)CC1)NCc1ccc(Cl)cc1Cl,-75*,nt,8%,26%,6%,-15%
COC(=O)c1ccc(NC(=O)C(=O)NCCc2sc3nc(-c4ccc(OC)cc4)nn3c2C)cc1,67,nt,nt,nt,2%,0%
O=C(NCc1ccccc1F)C1CCN(c2nn3cc(-c4ccc(F)cc4)nc3s2)CC1,0,nt,nt,nt,1%,9%
CCC(O)(CC)C(=O)NN(C(=O)CCl)c1ccccc1,-94*,4%,-13%,20%,22µM*,-2%
COc1ccccc1CCCNC(=O)C1CCC(=O)N(CCc2cccc(F)c2)C1 (centres undefined),13,1%,0%,-4%,-32%,-1%

The closing 4 records of the part above are carried over, then new ones follow.
SMILES,HCMV antiviral,FBPA Giardia inh,HCV inhibitor,AMA1-RON2 inh,Sm TGR block,AmpC detergent
COC(=O)c1ccc(NC(=O)C(=O)NCCc2sc3nc(-c4ccc(OC)cc4)nn3c2C)cc1,67,nt,nt,nt,2%,0%
O=C(NCc1ccccc1F)C1CCN(c2nn3cc(-c4ccc(F)cc4)nc3s2)CC1,0,nt,nt,nt,1%,9%
CCC(O)(CC)C(=O)NN(C(=O)CCl)c1ccccc1,-94*,4%,-13%,20%,22µM*,-2%
COc1ccccc1CCCNC(=O)C1CCC(=O)N(CCc2cccc(F)c2)C1 (centres undefined),13,1%,0%,-4%,-32%,-1%
Cc1cc2oc(=O)cc(CN3CCOCC3)c2c(C)c1Cl,109,8%,-6%,-8%,-1%,3%
CCOc1ccccc1OCCCCn1c(-c2ccc(Cl)cc2)nc2ccccc2c1=O,13,nt,nt,nt,-3%,0%
O=C(NCCc1ccccc1)[C@@H]1CC=C[C@@H]2CCN(Cc3ccc(Cl)c(Cl)c3)C(=O)[C@@H]21,-23,nt,18%[8.37 µM],0%,nt,nt
CCOC(=O)C1CCN(C(=O)Cn2ncc3c4ccccc4n(C)c3c2=O)CC1,7,nt,nt,nt,-6%,-2%
O=C1OC(/C=C/c2ccc(Cl)cc2Cl)=NC/1=C\c1cccs1,-34,16%,18%,10%,10%,?
COc1ccc(OCC(=O)c2c(O)c3ccccc3oc2=O)cc1,19,?,-4%,-6%,32µM*,-13%
O=C(COC(=O)CCCSc1nc2ccccc2[nH]1)Nc1ccc(Cl)cc1,-37,1%,-3%,-4%[11.6 µM],-3%,-6%
O=C(OCCCN=C1NS(=O)(=O)c2ccccc21)c1ccccc1,-24,nt,2%,6%,0%,-5%
COc1ccc(-c2cc3cccc(OC)c3oc2=O)cc1,44,7%,-5%,20%,8%,1%
COc1ccc2c(OC)cc(=O)n(C)c2c1,66,0%,?,-12%,4%,?
S=c1[nH]nc(Cc2cccs2)n1-c1ccccc1,-3,nt,34%[activator],26%,7%,-2%
Cn1c(CNC(=O)c2ccco2)nnc1SCC(=O)Nc1cccc(F)c1,-33,0%,21%,12%,-10%,-7%

Screening results: PubChem, National Center for Advancing Translational Sciences (NCATS)
